Pol kappa inh: DNA polymerase kappa (human) inhibition. Potency, µM (highest dose often 107 µM), for inactives: at the highest dose activity, negative = inhibition, most hits filed as inhibitors. Q9UBT6. AID 588579. purified Pol kappa, fluorescent DNA synthesis assay, 10 min. actives 0.53% (n = 400,000); also: % is scaled to controls: 0 for no effect and ±100 for the full control effect
Target sequence (Q9UBT6 whole entry, looked up): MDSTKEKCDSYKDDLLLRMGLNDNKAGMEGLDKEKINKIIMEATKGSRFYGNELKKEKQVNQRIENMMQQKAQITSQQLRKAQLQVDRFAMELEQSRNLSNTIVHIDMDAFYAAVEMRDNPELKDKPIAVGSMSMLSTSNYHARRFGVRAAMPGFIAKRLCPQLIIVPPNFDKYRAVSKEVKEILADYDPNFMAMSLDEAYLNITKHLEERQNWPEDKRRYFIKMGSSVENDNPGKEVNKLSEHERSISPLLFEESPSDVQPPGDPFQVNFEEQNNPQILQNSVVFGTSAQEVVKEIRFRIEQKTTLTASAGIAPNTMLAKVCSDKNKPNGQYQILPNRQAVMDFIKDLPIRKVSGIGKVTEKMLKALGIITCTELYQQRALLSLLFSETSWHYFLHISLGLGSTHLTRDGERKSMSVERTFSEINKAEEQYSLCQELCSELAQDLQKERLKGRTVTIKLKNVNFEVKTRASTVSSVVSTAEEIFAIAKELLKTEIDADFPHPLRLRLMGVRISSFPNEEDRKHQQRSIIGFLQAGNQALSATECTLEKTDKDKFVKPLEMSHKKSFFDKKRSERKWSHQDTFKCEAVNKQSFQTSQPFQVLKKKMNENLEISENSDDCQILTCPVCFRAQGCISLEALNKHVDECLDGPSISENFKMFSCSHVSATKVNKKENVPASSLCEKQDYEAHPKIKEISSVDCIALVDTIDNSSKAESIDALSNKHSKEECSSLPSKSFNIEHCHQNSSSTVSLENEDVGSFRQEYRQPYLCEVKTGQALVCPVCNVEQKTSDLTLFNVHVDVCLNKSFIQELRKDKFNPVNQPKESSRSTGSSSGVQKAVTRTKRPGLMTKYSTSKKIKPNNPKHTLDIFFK
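Here, compound and 10 nM enzyme are combined for 15 min at room temperature; adding 50 nM substrate (final) starts DNA synthesis, tracked by fluorescence at 0 and 10 min against buffer-only wells.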
Pol iota inh: inhibitors of human DNA polymerase iota; Pol iota fluorescent replication assay, 10 min; AID 588590; actives 1% (n = 390,000); Q9UNA4; Potency, µM (highest dose often 115 µM), without a hit: at the highest dose activity, negative = inhibition, usual class: inhibitors
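Fluorescent replication assay read twice, at 0 min and 10 min after adding 50 nM (final) substrate. Enzyme (10 nM) and compounds were first incubated 15 min at room temperature; enzyme-free buffer wells were negative controls.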
BAZ2B block: blocks human BAZ2B; Q9UIF8; AlphaScreen BAZ2B-H3K14Ac peptide displacement; Potency, µM (titrated, usually from 114 µM), without a hit: top-dose activity change, negative = inhibition, most hits filed as inhibitors; actives 4.4% (n = 360,000); also: % is scaled to controls: 0 for no effect and ±100 for the full control effect; nearly all actives have a fitted effect of over 60% in size
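Compounds, titrated to a top concentration of 110 uM, were incubated 30 min at room temperature with preformed BAZ2B/acetyl-K14 H3 peptide complex (50 nM each). Proximity signal was measured by AlphaScreen after 20 min with beads.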
APE1 inh: inhibitors of human APE1 endonuclease. actives 0.35% (n = 350,000). Potency, µM (doses to about 65.8 µM), inactives show at the top dose activity change, negative = inhibition, hits mostly inhibitors. recombinant APE1, TAMRA/BHQ-2 abasic DNA cleavage fluorescence. P27695. AID 2517;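 also: plate controls were vehicle for no effect and reference inhibitor for full effect; nearly all actives have a fitted effect of over 55% in size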
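Readout is kinetic fluorescence (ex 525, em 598 nm) from cleavage of 50 nM TAMRA/BHQ-2 THF abasic duplex by 0.75 nM APE1, compound added 15 min beforehand at RT.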
POLB inh: blocks human DNA polymerase beta activity | Potency, µM (doses to about 114 µM), for inactives: at the highest dose activity change, negative = inhibition, hits mostly inhibitors | P06746 | AID 485314 | Pol beta primer extension/strand displacement, fluorescence kinetic | actives 1.3% (n = 340,000); also: % is scaled to controls: 0 for no effect and ±100 for the full control effect
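Human Pol beta at 10 nM; strand-displacement substrate 50 nM final. Compound exposure 15 min at room temperature before start, reaction 10 min at room temperature.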
G9a block: G9a (human) methyltransferase inhibition; G9a H3K9 monomethylation, AlphaScreen, 2 h; Q96KQ7; Potency, µM (titrated, usually from 102 µM), for inactives: at the highest dose activity, negative = inhibition, hits mostly inhibitors; actives 8.8% (n = 350,000); also: % is scaled to controls: 0 for no effect and ±100 for the full control effect; nearly all actives have a fitted effect of over 75% in size
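Methyltransferase reactions run at room temperature for 2 h (20 nM enzyme, 500 nM biotin-H3K9 peptide, 20 uM SAM) after a 15 min compound preincubation; product detected by AlphaScreen beads and anti-H3K9me1 antibody.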
Pol eta inh: blocks human DNA polymerase eta activity | Q9Y253 | recombinant Pol eta, fluorescent DNA replication assay | Potency, µM (top dose mostly 114 µM), inactives show top-dose activity change, negative = inhibition, usual class: inhibitors | actives 1.2% (n = 390,000) | AID 588591; also: % is scaled to controls: 0 for no effect and ±100 for the full control effect
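Pol eta at 10 nM preincubated with compounds 15 min at room temperature; reaction started with fluorescent substrate (50 nM final) and read kinetically at 0 and 10 min.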
Apoferritin bind: binds horse apoferritin like a general anesthetic | Potency, µM (titrated, usually from 77.5 µM), for inactives: at the top dose activity change, negative = displacement, hits mostly inhibitors | actives 0.074% (n = 350,000) | P02791 | apoferritin/1-aminoanthracene competitive binding, fluorescence; also: % is scaled to controls: 0 for no effect and ±100 for the full control effect; nearly all actives have a fitted effect of over 20% in size
Target sequence (P02791 2-175 limits assumed): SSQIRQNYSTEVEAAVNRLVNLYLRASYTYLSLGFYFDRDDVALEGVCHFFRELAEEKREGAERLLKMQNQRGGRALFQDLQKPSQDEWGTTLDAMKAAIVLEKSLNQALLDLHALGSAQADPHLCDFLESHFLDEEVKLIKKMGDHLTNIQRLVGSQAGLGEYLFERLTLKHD
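Read-out: endpoint 1-AMA fluorescence, excitation 380 nm and emission 535 nm, after compounds sit 10 min at room temperature with 10 uM horse-spleen apoferritin in 50% saturated 1-AMA/PBS. Values come from four-parameter Hill fits.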
BLM helicase inh: blocks DNA unwinding by human BLM helicase; P54132; recombinant BLM DNA unwinding, fluorescence dequenching; Potency, µM (series often up to 56.1 µM), for the others: top-dose activity change, negative = inhibition, most hits filed as inhibitors; actives 0.2% (n = 350,000);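 also: plate controls were vehicle for no effect and no enzyme for full effect; nearly all actives have a fitted effect of over 35% in size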
Numbers without * were called inactive; ? = inconclusive; . = not tested or not shown; [ ] = remark or other dose. Calls follow the shape of the dose curve; as a rule, active = well fitted curve in the direction sought with a large enough effect; inconclusive = small, poorly fitted or top-dose-only effect, or another doubt; inactive = no such curve, though single readings can be large; an effect the other way counts as inactive or inconclusive. Potency is read from the fitted curve at half-maximal effect.

Apoferritin bind | APE1 inh | Pol kappa inh | Pol iota inh | POLB inh | BLM helicase inh | BAZ2B block | Pol eta inh | G9a block | mol
-5% | 22% | -10% | 11% | 38% | -6% | -31% | -5% | 20µM* | O=C(NCc1ccccc1)c1ccc(NC(=O)C2CCCO2)cc1 (centres undefined)
-2% | 6% | 9% | 1% | 1% | 0% | -18% | -9% | -31% | O=C(O)CSc1ncccn1
. | 13% | 1% | -8% | . | . | . | -19% | . | COc1ccc(CNC(=O)C[C@H]2C[C@H](C(=O)N(C(C)C)C(C)C)[C@@]3(C)c4[nH]c5ccc(Cl)cc5c4CCN3C2=O)cc1OC
63%[activator] | . | -4%[60.1 µM] | -9% | -5% | -12% | -7% | -10% | 10%[59 µM] | Cc1ccc(N2C(=O)N(Cc3cccc(Cl)c3)c3ccccc3S2(=O)=O)cc1
. | -16% | -5% | 1% | . | . | . | -19% | . | O=C(OCc1c(-c2ccccc2)ncc2ccccc12)c1ccccc1C(F)(F)F
-11% | 6% | 7% | 57%[activator] | 2% | -8% | -36% | -10% | -18% | Fc1ccc(NC(=S)N2CCc3ccccc3C2)c(F)c1
200%[activator] | -15% | -26% | -3% | 2% | -1% | -16% | 2% | 19%[0.501 µM] | N#Cc1ccc(-c2ccc(OCC(=O)Nc3cccnc3)cc2)cc1
-4% | . | -19% | -2% | 1% | -4% | ? | -17% | ? | CCc1ccc2oc(-c3cccc(NC(=O)c4ccc(-c5cccc([N+](=O)[O-])c5)o4)c3)nc2c1
-3% | -13% | -7% | 148%[activator] | 5% | 3% | 3% | -8% | 18% | O=C(O)/C(=C\c1cccc(OCc2ccccc2)c1)c1ccc(F)cc1
-24% | -2% | -11% | 44%[activator] | -22% | -9% | -31% | -18% | -8%[59 µM] | O=C(CCSc1ccccc1Cl)Nc1cccc([N+](=O)[O-])c1
? | ? | 1% | 65%[activator] | 0% | 0% | -18% | -16% | -1% | CCOc1cc(/C=N\NC(=O)CC(=O)NCCc2ccccc2)ccc1O
-13% | 41% | -4% | 16% | 19% | 0% | -10% | 2% | 17% | CCC(=O)N1CCc2cc(S(=O)(=O)CCC(=O)Nc3ccc(C(C)=O)cc3)ccc21
1% | -1% | -2% | 7% | -15% | -4% | 6% | -19% | -10%[59 µM] | COC(=O)c1ccc(COC(=O)c2ccccn2)cc1
0% | 10% | -14% | -4% | 26% | 1% | -4% | -2% | . | CCOC(=O)CCNC(=O)N1CCCC(CNS(=O)(=O)c2cccs2)C1 (centres undefined)
-8% | . | -7%[60.1 µM] | 3% | 9% | -3% | 2% | -5% | 1%[59 µM] | Cc1c(C(=O)Nc2ccccc2Br)oc2ccc(S(=O)(=O)N3CCCCCC3)cc12
-14% | -9% | -17% | -24% | 7% | -4% | -11% | -8% | 7% | COc1cc(/C=C(\NC(=O)c2ccccc2)C(=O)Nc2nccs2)ccc1OC(C)=O
-46% | -21% | -6% | -28% | ? | 2% | ? | -10% | . | CC(C(=O)NC1C=CS(=O)(=O)C1)N1C(=O)/C(=C\c2ccccc2)SC1=S (centres undefined)
-6% | 3% | 10% | 7% | 9% | 0% | 19% | -10% | . | CC(C)[C@H](NC(=O)N1CC(=O)Nc2ccccc21)C(=O)N1CCC[C@@H]1C(=O)O
-11% | -2% | -15% | -21% | 1% | -5% | -10% | -11% | ? | CC(C)(C)OC(=O)C(Cc1ccc(OC(C)(C)C)cc1)NC(=O)CNC(=O)OCc1ccccc1 (centres undefined)
-17% | 0% | . | . | 5% | 1% | ? | . | -15%[12.7 µM] | CCOc1ccc(OCCCCNCCN)cc1
-1% | -1% | -6% | ? | 7% | -7% | 70%[activator] | -7% | 138%[activator] | CCOC(=O)c1cc(CC)sc1NC(=O)Cc1ccsc1
-6% | -8% | -30% | 5% | -2% | -1% | -13% | 6% | -6%[59 µM] | Cc1c(Cl)cccc1NS(=O)(=O)c1c(C(=O)N2CCOCC2)c(C)n(C)c1C
5% | 8% | 3% | 17% | 6% | 2% | -6% | -20% | -13%[59 µM] | O=C(Nc1ccccc1-c1nnn(CC(=O)N2CCCc3ccccc32)n1)c1ccc(Cl)cc1
-14% | -2% | -10% | -21% | 2% | -3% | -10% | -19% | -48%[59 µM] | COc1ccc(CN(Cc2cc3ccc(C)cc3[nH]c2=O)Cc2nnnn2C2CCCC2)cc1
-4% | 13% | -2% | -15% | 28% | -11% | 30%[activator] | -7% | 12%[0.501 µM] | COc1cccc(N(CC(=O)N2CCOCC2)S(C)(=O)=O)c1
-11% | 0% | -7% | 3% | -2% | -1% | -7% | -6% | -38%[59 µM] | COc1ccc(Cc2nnc(SCC(=O)Nc3nc(C)cs3)o2)cc1
-5% | . | -16% | 2% | -1% | -6% | -13% | -18% | -6%[59 µM] | O=c1c2oc3ccccc3c2n(Cc2cccc(F)c2)c(=O)n1Cc1ccc2c(c1)OCO2
-8% | . | -2% | ? | 7% | -9% | -24% | -14% | -3%[59 µM] | COc1ccc(C(CC(=O)O)NC(=O)c2cc3ccccc3oc2=O)cc1OC (centres undefined)
-7% | . | -8%[60.1 µM] | 11% | -3% | -7% | 2% | -5% | 5%[59 µM] | CCOc1ccc(NC(=O)c2ccc(F)c(S(=O)(=O)N(Cc3ccc(C(=O)OC)cc3)Cc3ccc(OC)c(OC)c3)c2)cc1
-9% | -8% | 5% | 9% | 38% | -3% | ? | -9% | -49%[59 µM] | COc1ccc(N2C(=O)C(CC(=O)O)S/C2=C\C(C)=O)cc1 (centres undefined)
-15% | . | 2% | -3% | 10% | 0% | -3% | -23% | -3%[59 µM] | COc1ccc(C(=O)N2CC(=O)Nc3ccc(C)cc3C2c2ccc(F)cc2)c(OC)c1 (centres undefined)
-15% | . | -3%[60.1 µM] | 10% | -23% | -4% | -1% | -11% | 0%[59 µM] | Cc1cccc(N2CCN(S(=O)(=O)c3cc(C(=O)Nc4ccccc4Cl)ccc3F)CC2)c1C
. | 10% | 0% | 19% | . | . | . | -16% | . | COc1ccc(C2(C)NC(=O)N(CC(=O)N(c3ccccc3)C3CCS(=O)(=O)C3)C2=O)cc1 (centres undefined)
3% | . | 0% | 20% | 20% | -2% | -16% | -21% | -9%[59 µM] | CCOC(=O)c1ccc(NC(=O)CC2C(=O)N(c3cccc(OC)c3)C(=O)N2Cc2cccnc2)cc1 (centres undefined)
-6% | ? | 13µM* | . | . | -28% | . | . | . | O=C1/C(=C/c2ccc(O)c(O)c2)Oc2ccccc21
10% | 15% | -2% | 14% | 13% | 2% | 3% | -5% | -4%[59 µM] | COc1cc(C)ccc1OCCOCCOc1ccccc1[N+](=O)[O-]
-6% | 3% | -20% | -11% | 9% | -2% | -17% | 6% | -3%[59 µM] | CSc1ccc(CNC(=O)Cn2nc(C)c3c(C)n(-c4ccc(C)cc4)nc3c2=O)cc1
-18% | 2% | -3% | -7% | -29% | -16% | 25% | -20% | 99%[activator][59 µM] | CC(C)CCNC(=O)c1onc(CSc2ccc(Cl)cc2)c1C(=O)NCCC(C)C
1% | -6% | -5% | 38%[activator] | -21% | -1% | 11% | 1% | 44% | O=C(COC(=O)CNC(=O)c1ccco1)NCc1ccc(F)cc1
-8% | 0% | 8% | 14% | 9% | 2% | 6% | -9% | 8%[59 µM] | COC(=O)C1CCN(C(=O)COC(=O)CCc2nc3ccccc3c(=O)[nH]2)CC1
-11% | -3% | -8% | 2% | -3% | 4% | -25% | -2% | -2% | O=c1[nH][nH]c2nc(C(F)(F)F)cc(C(F)(F)F)c12
-4% | -2% | -6% | 24% | -3% | -6% | -2% | 0% | -9%[59 µM] | Nc1ccc2oc(-c3ccccn3)nc2c1
. | 14% | -19% | 8% | . | . | . | -8% | . | Cc1ccc(NC(=O)CNc2cc(S(=O)(=O)N3CCOCC3)ccc2N2CCOCC2)cc1S(=O)(=O)N(C)C
-3% | 0% | -21% | 36%[activator] | 9% | -2% | -2% | 0% | 4% | Cc1noc(C)c1C(=O)N1CCc2ccccc2C1
-7% | 4% | -4% | 19% | 21% | -9% | -33% | -13% | 12%[0.501 µM] | O=C(CCS(=O)(=O)Cc1ccccc1F)N1CCc2ccccc2C1
? | -4% | -7% | 29% | -21% | -2% | -20% | -20% | -33% | CCCCn1nc(C(=O)OCC(=O)Nc2sccc2C(N)=O)c2ccccc2c1=O
? | -4% | -12% | 3% | -6% | -8% | . | -21% | -38%[59 µM] | Cc1cc(-n2c(C)cc(C(=O)CSc3nnnn3-c3ccccc3)c2C)no1
-16% | 18% | -8% | 31%[activator] | -8% | -5% | 4% | -10% | -3%[59 µM] | COc1ccc(CCNC(=O)CSc2nnc(-c3cccc(C)c3)o2)cc1OC
-20% | 1% | -10% | 86%[activator] | 29% | -12% | ? | -12% | ? | CCOC(=O)c1c(C)[nH]c(C)c1C(=O)CSc1nc2ccccc2c(=O)n1-c1ccc(F)cc1
-2% | -8% | -7% | 10% | 58% | -2% | 1% | -12% | . | COc1ccc(C(=O)NCc2csc(C(C)C)n2)cc1OC1CCN(C(C)=O)CC1
-24% | -9% | -15% | 8% | 8% | -10% | 3% | -14% | . | CC(C)[C@@H](C(=O)NC1CCCC1)N1C(=O)N2CCc3c([nH]c4ccccc34)[C@@]2(C)C1=O

These rows are one share of the data; rates above refer to the full screens.
